Assay outcomes as filed in PubChem BioAssay.
N370S GC mod = inhibitors or activators of N370S glucocerebrosidase for Gaucher disease; P04062; N370S GC spleen homogenate, 4MU-glucoside fluorescence; 330,000 tested, 0.092% active; Potency, µM (series often up to 59.4 µM), without a hit: top-dose activity change, negative = inhibition, actives largely listed as inhibitors;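 also: 0% = full enzyme activity and -100% = no enzyme basal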
FEN1 inh = human FEN1 inhibition | Potency, µM (series often up to 114 µM), for the others: at the top dose activity change, negative = inhibition, most hits filed as inhibitors | 390,000 tested, 0.35% active | P39748 | Recombinant FEN1 flap cleavage, fluorescence, 15 min; also: nearly all actives have a fitted effect of over 65% in size
Target sequence (P39748 whole entry, looked up): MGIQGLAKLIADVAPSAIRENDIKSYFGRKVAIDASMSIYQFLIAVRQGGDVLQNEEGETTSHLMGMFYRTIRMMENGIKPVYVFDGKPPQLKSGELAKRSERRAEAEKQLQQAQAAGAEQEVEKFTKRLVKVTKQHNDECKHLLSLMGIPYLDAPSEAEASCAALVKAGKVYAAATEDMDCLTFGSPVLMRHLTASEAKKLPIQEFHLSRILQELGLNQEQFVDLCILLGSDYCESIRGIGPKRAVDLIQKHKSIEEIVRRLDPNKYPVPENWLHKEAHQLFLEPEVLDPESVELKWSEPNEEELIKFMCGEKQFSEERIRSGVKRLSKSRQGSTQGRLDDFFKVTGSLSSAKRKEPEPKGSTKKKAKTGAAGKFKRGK
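Potency values derive from four-parameter Hill fits of normalized qHTS data. The reaction used 10 nM FEN1 preincubated 15 min at room temperature with compound, then 50 nM DNA substrate, read at 0 and 15 min.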
TDP1 cell CPT = growth inhibition of DT40 Tdp1-/-;hTDP1 cells with camptothecin (screen for TDP1 inhibitors); chicken DT40 Tdp1-/-;hTDP1 cells + 20 nM CPT, ATP luminescence, 48 h; Potency, µM (series often up to 46.2 µM), for inactives: top-dose activity change, negative = growth inhibition, hits mostly inhibitors; 420,000 tested, 12% active; also: nearly all actives have a fitted effect of over 55% in size
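Chicken DT40 Tdp1-/- cells complemented with human TDP1, 400 cells/well, exposed to compounds plus 20 nM camptothecin for at least 48 h at 37 C; viability read as ATP content by CellTiter-Glo luminescence.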
Starred values were filed as active, the others as inactive; ? = inconclusive; / = no result given; & = joins results of further samples; [ ] = another dose, or the depositor's remark. Calls follow the shape of the dose curve; as a rule, active = well fitted curve in the direction sought with a large enough effect; inconclusive = small, poorly fitted or top-dose-only effect, or another doubt; inactive = no such curve, though single readings can be large; an effect the other way counts as inactive or inconclusive. Unless noted, % is scaled to controls: 0 for no effect and ±100 for the full control effect; potency is read from the fitted curve at half-maximal effect.

Every second line gives: N370S GC mod, FEN1 inh, TDP1 cell CPT
> CSc1cccc(NCc2ccc([N+](=O)[O-])cc2)c1
    8%, -21%, -6%
> Oc1cccc2ccc(/C=C/c3cccs3)nc12
    4%, -21%, 16µM*
> Cc1cc(Cl)cc(Cl)c1OCC(=O)NCc1ccco1
    6%[2.35 µM], -3%, ?
> Cc1nc(S(=O)(=O)Nc2ccccc2C(=O)NCC2CC2)cn1C
    -1%, 19%, 10%
> Oc1ccc(/C=N/Nc2ccc(C(F)(F)F)cn2)cc1O
    4%, -4%, 2.9µM*
> CN(C(=O)COC(=O)c1ccc2ccccc2n1)c1ccccc1
    /, 1%, -4%
> Nc1nc(NCCc2ccccc2)c2[nH]cnc2n1
    /, -3%&-1%, ?
> CC(C)(C)C(=O)CSc1nc2ccccc2o1
    19%, -2%, 10%
> COc1cccc(C2(c3cccc(OC)c3)CC2C(=O)Nc2ccc(F)cc2)c1 (stereo not drawn)
    1%, 1%, 1%
> CC(C)c1cc(C(C)C)n2nc(N)nc2n1
    4%, -9%, 3%
> CC1CCN(S(=O)(=O)c2cccc(C(=O)Nc3ccccc3)c2)CC1
    -3%, -12%, -4%
> Cc1cc(N2CCN(C)CC2)nc2ccc(NC(=O)c3cccnc3Cl)cc12
    2%, -2%, -12%
> CCOC(=O)N1CCN(C(=O)c2ccc(CS(=O)(=O)c3ccc(OC)cc3)o2)CC1
    2%, -8%, -25%
> NC(=O)C1CCN(C(=O)c2cccc(CN3C(=O)c4ccccc4C3=O)c2)CC1
    /, -5%, 10%
> Cc1ccc(Oc2c(F)c(F)nc(N3CCCC3)c2F)cc1
    0%, 2%, 0%
> CC(C)C(=O)Nc1nnc(CCc2ccccc2)s1
    -4%, 16%, 0%
> COc1cc(/C=N/n2cnc3c(sc4nc(C)cc(C)c43)c2=O)ccc1O
    10%, -2%, 3%
> CC1CCCC(C)N1CCCNC(=O)c1nn(C)c2c1CSc1ccccc1-2 (stereo not drawn)
    2%, 14%, -2%
> Cc1ccc(C2(CCNCc3ccco3)CCOC(C(C)C)C2)cc1 (stereo not drawn)
    -11%, -17%, ?
> CCOC(=O)C1CCCN(S(=O)(=O)c2cc(-c3onc(C)c3C)ccc2OC)C1 (stereo not drawn)
    /, 9%, ?
> Cc1cc2nc3c(nc2cc1C)C(O)=C3O
    12%, 14%, ?
> Cc1c(N=C/C=C2\N(C)c3ccccc3C2(C)C)c(=O)n(-c2ccccc2)n1C
    4%, -8%, ?
> O=C(C1CSC2(c3ccc(F)cc3)CCC(=O)N12)N1CCCCCC1 (stereo not drawn)
    5%, -10%, ?
> COCCNC(=O)C1CCN(S(=O)(=O)c2ccccc2)CC1
    -2%, -1%, -8%
> CCC1CCCCN1C(=O)c1ccc2c(c1)N(Cc1cccc(Cl)c1)C(=O)c1ccccc1S2(=O)=O (stereo not drawn)
    /, -2%, 18µM*
> O=C(CN1C2CCCC1CC(NC(=O)c1ccco1)C2)Nc1ccccc1 (stereo not drawn)
    7%, 5%, ?
> C[C@@H]1CCC[C@]2(O[C@@H](CCO)C[C@H](O)[C@H]2O)O1
    /, 17%, 0%
> c1ccc2oc(-c3[nH]ncc3CN3CCSCC3)cc2c1
    -3%, -17%, ?
> Cc1cc(C)c2cc(C#N)c(N3CCCN(C(=O)c4cnccn4)CC3)nc2c1
    -2%, 10%, -8%
> Cc1cc(C(=O)N2CCCC(C(=O)c3ccc4ccccc4c3)C2)n(C)n1 (stereo not drawn)
    7%, 3%, ?
> O=C(Nc1cccc(S(=O)(=O)N2CCCC2)c1)c1cc(S(=O)(=O)N2CCOCC2)ccc1F
    -4%, -1%, ?
> O=C(NCc1ccccc1)C1(c2cccc(F)c2)CCCC1
    3%, 8%, ?
> COc1ccc(C(=O)c2ccc(Cl)cc2)c(OC)c1OC
    /, 2%, -2%
> COc1ccc(-c2noc(CSc3nnc(-c4ccncc4)n3-c3cccc(C)c3)n2)cc1OC
    /, -2%, ?
> COc1ccc(CC(=O)N(C)CC(=O)Nc2ccccc2C(F)(F)F)cc1S(=O)(=O)N1CCOCC1
    -6%, 0%, -6%
> O=C(COC(=O)CCC1CCCC1)NCc1ccc(Cl)cc1
    6%, -1%, -10%
> Cc1ccc2cc(CN(C(=O)c3cccs3)c3ccccc3)c(=O)[nH]c2c1
    ?, 2%, ?
> O=C(c1nnc(-c2ccccc2)o1)C1CC1
    0%, -5%, 3%
> Cc1onc(-c2ccccc2Cl)c1C(=O)N1CCCCCC1
    -4%, 0%, -2%
> CN(C)c1ccc(N=Cc2nc(-c3ccccc3)oc2OC(=O)c2cccc(Cl)c2)cc1
    9%, -7%, ?
> Cc1ccc2ncc(S(=O)(=O)c3ccccc3)c(N3CCCCC3C)c2c1 (stereo not drawn)
    -6%, -14%&-31%, 23µM*
> COc1ccc(C(=O)N2CCN(c3ccc([N+](=O)[O-])c(NCCc4ccc(OC)c(OC)c4)c3)CC2)cc1
    /, -8%, 4.1µM*
> O=C1CCC(C(=O)Nc2cccc(S(=O)(=O)N3CCOCC3)c2)N1 (stereo not drawn)
    4%, -13%, -1%
> C#CCn1cc(/C=N/NC(=O)c2cc3ccccc3o2)c2ccccc21
    11%, -3%, -24%
> CCCCC(=O)Nc1ccc2c(c1)nc1n2CCN(CCOC)C1
    1%, -1%, -1%
> Cc1ccc(CNC(=O)c2sc3ncnc(N(C)C4CCCCC4)c3c2C)cc1
    /, -13%, ?
> COc1cc([N+](=O)[O-])cc(/C=N/NC(=O)C(O)(c2ccccc2)c2ccccc2)c1O
    -3%, -4%, 4.1µM*
> CCN1CCN(c2nc(N)c([N+](=O)[O-])c(Nc3cccc(C)c3)n2)CC1
    5%, -5%, ?
> CCN(C(=O)CSc1ncn[nH]1)c1cccc2ccccc12
    3%, -2%, ?
> CC(=O)CCc1oc2ccc([N+](=O)[O-])cc2c1-c1ccc(C)o1
    1%, 8%, 6%

Continuation:
Every second line gives: N370S GC mod, FEN1 inh, TDP1 cell CPT
> CN(C)c1nc(SCc2ccccc2Cl)nc2c1CCCC2
    22%, -8%, -28%
> O=C(c1cc(Cl)nc2ccccc12)N(Cc1nnc(-c2ccccc2Cl)o1)C1CC1
    /, -10%, 16µM*
> CN1CCN(C2CC(=O)N(Cc3ccc(N4CCCC4=O)cc3)C2=O)CC1 (stereo not drawn)
    2%, 6%, -5%
> O=[N+]([O-])c1cccc(-c2c[n+]3c(n2-c2ccccc2)SCC3)c1
    -9%, -5%, 20%
> CC(C)Oc1cccc(C(=O)Nc2ccc(-c3nc4cc(Cl)cc(Cl)c4o3)cc2)c1
    /, -13%, -21%
> Cc1nc2ccccc2n2c(-c3ccccc3)c3c(=O)n(C)c(=O)n(C)c3c12
    8%, 3%&2%, ?
> Cc1ccc(OCC(=O)NCC(=O)OCc2cc(=O)n3nc(C)sc3n2)cc1
    /, -2%, -6%
> O=C(NCCc1ccccc1)c1cnc2sc(N3CCCCC3)nn2c1=O
    /, 19%, 8.2µM*
> O=C(Cc1ccc(F)cc1)N(c1ccc(F)cc1)C1C=CS(=O)(=O)C1 (stereo not drawn)
    6%, -14%, -5%
> CCOC(=O)c1ccc(NC(=O)Cn2ncc3c(C)n(Cc4ccccc4F)c(C)c3c2=O)cc1
    /, 11%, -8%

Four consecutive compounds from above, for reference:
Every second line gives: N370S GC mod, FEN1 inh, TDP1 cell CPT
> CN(C)c1nc(SCc2ccccc2Cl)nc2c1CCCC2
    22%, -8%, -28%
> O=C(c1cc(Cl)nc2ccccc12)N(Cc1nnc(-c2ccccc2Cl)o1)C1CC1
    /, -10%, 16µM*
> CN1CCN(C2CC(=O)N(Cc3ccc(N4CCCC4=O)cc3)C2=O)CC1 (stereo not drawn)
    2%, 6%, -5%
> O=[N+]([O-])c1cccc(-c2c[n+]3c(n2-c2ccccc2)SCC3)c1
    -9%, -5%, 20%

(list continues)
Every second line gives: N370S GC mod, FEN1 inh, TDP1 cell CPT
> CCOC(=O)C1(CCc2ccccc2)CCN(C(=O)C2CCOCC2)CC1
    -10%, -1%, -15%
> CCOC(=O)Cn1ccc(O)c(Cc2ccc(Cl)cc2Cl)c1=O
    -4%, -4%, -3%
> CCOC(=O)C1CCN(C(=O)c2cc3c(=O)n4ccccc4nc3s2)CC1
    ?, -5%, 11%
> Cc1ccc2nsnc2c1S(=O)(=O)N(Cc1cc2cccc(C)c2[nH]c1=O)CC1CCCO1 (stereo not drawn)
    -13%, 0%, ?
> COc1ccc(S(=O)(=O)N[C@@H](C)C(=O)OCC(=O)Nc2cc3oc4ccccc4c3cc2OC)cc1
    ?, -4%, ?
> NC(=O)c1cc2ccccc2oc1=NCc1ccccc1
    -2%, -14%, -10%
> CNC(=O)/C(C#N)=C/c1cn(CC(=O)OC)c2ccccc12
    -19%, 11%, 5%
> COc1ccc(OCc2cc(C(=O)N3CCCN(C(C)=O)CC3)no2)c(Cl)c1
    -4%, -11%, ?
> Cn1nnc(NC(=O)CSc2ncn[nH]2)n1
    2%, 2%, 8%
> N#CCC(=O)NCCCc1ccccc1
    -2%, 2%, 21%
> COc1ccc(S(=O)Cc2ccc(C(=O)N3CCN(c4cccc(C)c4C)CC3)o2)cc1 (stereo not drawn)
    -9%, -4%&-2%, 0.58µM*
> CCOc1ccc(C2CC(=O)c3c([nH]c(C(=O)OC4CCC(C)CC4)c3C)C2)cc1 (stereo not drawn)
    /, -4%, -10%
> CC1CCCC(C)N1S(=O)(=O)c1ccc(Cl)cc1 (stereo not drawn)
    -1%, 38%[activator], -23%
> Cn1c(=O)c2c(ncn2CC(=O)N/N=C/C=C/c2ccccc2)n(C)c1=O
    6%, 0%, -7%
> COC(=O)c1cc(OC)c(OC)cc1NC(=O)CN1CCCCC1
    1%, -1%, 1%
> O=S(=O)(Nc1ccc(F)c(C(F)(F)F)c1)c1ccc(N2CCCCS2(=O)=O)cc1
    /, 3%, 21µM*
> COc1ccc(Cl)cc1NC(=O)CSc1nncn1-c1cccnc1
    10%, -13%, -2%
> O=C(O)c1cccc(NC(=O)C2C3C=CC(C3)C2C(=O)OCC(F)(F)C(F)F)c1 (stereo not drawn)
    -13%, -2%, 5%
> CC(=O)c1ccc(NC(=O)CCc2c(C)nc3cc(-c4ccc(Cl)cc4)nn3c2C)cc1
    /, 14%, ?
> O=C(NCCc1ccccc1)c1cccc([N+](=O)[O-])c1
    1%, 7%, ?
> COc1cc2nc(N3CCCN(C)CC3)nc(NC3CCOCC3)c2cc1OC
    /, -18%, 11µM*
> O=C(CSc1nnc2c(n1)[nH]c1ccccc12)N1CCCCC1
    -1%, 2%, 0%
> COC(=O)c1cn(Cc2cccc(C)c2)nn1
    6%, -4%, -14%
> O=C(Nc1ccc(OCC(=O)N2CCOCC2)cc1)c1cncc(Br)c1
    4%, -4%, ?
> CCOC(=O)C(=O)Nc1ccccc1C(=O)Nc1ccc(OC)cc1
    0%[12.8 µM], -4%, 1%
> CCc1ccc(OCCSc2nc3ccccc3n2CC(=O)O)cc1
    -11%, 4%, 3%
> CN(C)c1ccc(C2=Cc3ccccc3C2)cc1
    /, -8%, ?
> CSc1nc2n(n1)C(C)C1=C(CCCC1=O)N2 (stereo not drawn)
    21%, 2%, 6%
> N#CCSc1nc2sc3c(c2c(=O)n1C1CCCCC1)CCCC3
    ?, 5%, ?
> O=S(=O)(c1ccccc1)N(CC(O)Cn1c2ccccc2c2ccccc21)c1ccccc1 (stereo not drawn)
    16%, -20%, ?
> CCOC(=O)C1CN(S(=O)(=O)c2ccc(OC)cc2)c2cc(Cl)ccc2O1 (stereo not drawn)
    -3%, -20%, ?
> COc1cc(C2C(C#N)=C(N)Oc3c2ccc2ccccc32)ccc1OCC(=O)Nc1cccc(C)c1 (stereo not drawn)
    9%, -8%, ?
> C=CCNC(=O)/C(C#N)=C/c1ccc(C)o1
    -8%, 1%, 2%
> COCC(C)n1c(SCC(=O)Nc2nccs2)nc2ccccc2c1=O (stereo not drawn)
    /, -10%, -18%
> Nc1nnn(CC(=O)N/N=C/c2ccncc2)n1
    1%, -2%, -2%
> C/C(O)=c1/cnc2nc3ccccc3n2c1=O
    -1%, -3%, 9%
> C[C@H](NC(=O)c1nc[nH]c1C(=O)NCCCCCNC(=O)OC(C)(C)C)C(=O)OC(C)(C)C
    -8%, 6%, 18µM*
> Cc1cccc(N2CCN(S(=O)(=O)c3ccc4[nH]c5c(c4c3)CCCCC5)CC2)c1C
    /, 7%, ?
> Cc1ccc(CCNC(=O)Cn2nc(-c3ccc(C)cc3)ccc2=O)cc1
    /, 11%, ?
> O=P(Cc1cccc[n+]1[O-])(c1ccccc1)c1ccccc1
    20%, 5%, 19%
> CCC(C)n1[nH]c(=O)cc1N (stereo not drawn)
    -17%, -3%, -8%
> c1cnc(N2CCN(c3ncc4c(n3)CCNC4)CC2)nc1
    /, 8%, 16%

An excerpt of these results, with bars between the fields:
canonical_smiles | N370S GC mod | FEN1 inh | TDP1 cell CPT
O=P(Cc1cccc[n+]1[O-])(c1ccccc1)c1ccccc1 | 20% | 5% | 19%
Nc1nnn(CC(=O)N/N=C/c2ccncc2)n1 | 1% | -2% | -2%

The list is partial. The share of hits here may be higher or lower than overall.
